Screens deposited in PubChem by Sanford-Burnham Center for Chemical Genomics.
SENP8 block-1: inhibitors of human SENP8 protease. Q96LD8. purified SENP8, Z-RLRGG-aminoluciferin cleavage, luminescence. inhibition, % at 10 µM. actives 1.2% (n = 330,000). AID 2540; in the data active means inhibition above about 50%
Target sequence (Q96LD8 whole entry, looked up): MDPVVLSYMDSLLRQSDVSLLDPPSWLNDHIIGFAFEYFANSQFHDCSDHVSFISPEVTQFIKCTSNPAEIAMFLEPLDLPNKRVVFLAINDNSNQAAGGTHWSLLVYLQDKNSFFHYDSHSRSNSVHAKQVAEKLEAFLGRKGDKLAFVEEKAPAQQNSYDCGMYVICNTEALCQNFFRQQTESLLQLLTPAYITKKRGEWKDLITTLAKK
UBC13 polyUb: blocks human UBC13 polyubiquitin chain formation. P61088. TR-FRET. inhibition, % at 20 µM. actives 0.47% (n = 330,000); in the data active means inhibition above about 45%, passing the limit was not always enough
Target sequence (P61088 whole entry, looked up): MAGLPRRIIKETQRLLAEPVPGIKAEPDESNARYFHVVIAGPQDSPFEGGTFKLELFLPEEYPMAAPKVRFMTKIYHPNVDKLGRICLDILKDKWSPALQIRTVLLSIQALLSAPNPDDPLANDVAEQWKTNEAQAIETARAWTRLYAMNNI
SENP6 inh: blocks the human protease SENP6. Q9GZR1. Recombinant SENP6 catalytic domain, aminoluciferin luminescence. inhibition, % at 10 µM. actives 1.8% (n = 330,000);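 active means inhibition above about 50% at the single tested dose, limit read from the data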;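 further: plate controls were DMSO wells with enzyme for no effect and DMSO wells lacking enzyme for full effect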
HKDC1 inhibitor: inhibitors of human hexokinase HKDC1 | actives 0.16% (n = 340,000) | inhibition, % at 20 µM | recombinant HKDC1, G6PDH/diaphorase resazurin coupled fluorescence | AID 493160 | Q2TB90;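 active means inhibition above about 35% when tested at 20 µM, limit read from the data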;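 further: plate controls were DMSO wells with enzyme for no effect and DMSO wells lacking enzyme for full effect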
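Test system: recombinant HKDC1 (HK5) hexokinase enzyme, produced in-house; Amount: enzyme 5 µg/mL final; Buffer or medium: Tris pH 8.0 buffer with MgCl2, Tween-20, BSA, BME; Reagent: glucose and ATP substrates; Doses: 20 µM test compound, 1% DMSO; Incubation: 90 min reaction incubation at room temperature, dark; Detection: resorufin fluorescence at 613 nm.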
SENP7 block: SENP7 protease inhibition; Q9BQF6; recombinant SENP7, Z-RLRGG-aminoluciferin luminescence, 40 min; inhibition, % at 5 µM; actives 1.5% (n = 330,000); AID 434973;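 active means inhibition above about 50% at the single test dose, limit read from the data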;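 further: plate controls were DMSO with enzyme for no effect and no enzyme buffer wells for full effect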
Target sequence (Q9BQF6 706-1050 limits assumed): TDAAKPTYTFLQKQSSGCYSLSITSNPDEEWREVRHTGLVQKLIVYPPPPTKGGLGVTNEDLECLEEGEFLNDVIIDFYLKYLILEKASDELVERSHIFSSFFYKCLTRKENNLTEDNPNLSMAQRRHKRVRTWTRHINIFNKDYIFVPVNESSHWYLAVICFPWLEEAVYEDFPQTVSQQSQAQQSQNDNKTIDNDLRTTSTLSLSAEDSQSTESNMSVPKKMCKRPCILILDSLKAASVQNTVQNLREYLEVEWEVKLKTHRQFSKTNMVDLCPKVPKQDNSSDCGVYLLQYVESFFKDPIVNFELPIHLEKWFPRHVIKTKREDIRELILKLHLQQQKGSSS
SENP1 inh: inhibitors of human SENP1 SUMO protease catalytic domain; recombinant SENP1 catalytic domain, CyPet-SUMO1-YPet FRET cleavage; inhibition, % at 10 µM; actives 0.21% (n = 360,000); AID 624204;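 active means inhibition at least 30% at 10 µM, raw YFP signal under a set limit, fluorescence ratio 0.5 to 1.5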;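 further: 0% = enzyme with DMSO and 100% = no enzyme wells; some results filed as inactive read as strong as hits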
Target sequence (Q9P0U3 419-644 limits assumed): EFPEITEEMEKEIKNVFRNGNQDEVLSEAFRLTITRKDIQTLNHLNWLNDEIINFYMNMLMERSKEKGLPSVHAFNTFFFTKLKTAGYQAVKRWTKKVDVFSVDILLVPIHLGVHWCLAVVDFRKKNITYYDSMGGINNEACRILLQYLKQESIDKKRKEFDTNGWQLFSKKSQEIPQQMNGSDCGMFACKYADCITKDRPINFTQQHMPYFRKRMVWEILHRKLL
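Controls: no-enzyme wells low, DMSO-plus-enzyme wells high control. Test system: human recombinant His6-tagged SENP1 catalytic domain enzyme. Reagent: SFCypet-SUMO1-SFYpet FRET protein substrate, 25 nM final. Doses: one dose per compound, 10 µM, 0.5% DMSO. Detection: FRET, CFP and YFP emission. Timing: 50 min reaction at room temperature.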
PfGluPho inh: PfG6PD (Plasmodium falciparum) enzyme inhibition; PfGluPho enzyme, NADPH resazurin-diaphorase fluorescence; inhibition, % at 20 µM; actives 0.78% (n = 350,000); AID 504690;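 active means inhibition reaching at least a set limit at 20 µM in the primary screen, cut at about 59% in these data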;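 further: 0% = DMSO wells with substrate and 100% = DMSO wells lacking glucose-6-phosphate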
SENP8 block-2: SENP8 (human) protease inhibition. actives 0.64% (n = 360,000). AID 602440. inhibition, % at 20 µM. Q96LD8. recombinant SENP8, Nedd8 substrate fluorescence; in the data active means inhibition mostly above about 40%, no sharp cut-off; inactive means mostly below about 27%
beta cell repl: MIN6 beta-cell proliferation induction; MIN6 cells proliferation, ATPlite luminescence, 48 h; cells starved in 0.2% serum; 100% = growth in 10% serum; actives 0.29% (n = 330,000); proliferation, % at 10 µM;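 active means compounds whose signal lies at least 3.5 SD above the mean of all wells on their plate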;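 further: 0% = DMSO-treated cells in low-serum medium and 100% = 10% serum control; some compounds called inactive have numbers as strong as hits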
* marks the source's active call; other numbers are inactive results; . = no result given; & = joins results of further samples.

SMILES | SENP8 block-1 | UBC13 polyUb | SENP6 inh | HKDC1 inhibitor | SENP7 block | SENP1 inh | PfGluPho inh | SENP8 block-2 | beta cell repl
COc1ccc2oc(C(=O)OCC(=O)N3CC(C)CC(C)C3)c(C)c2c1 (stereo not drawn) | -8 | 6 | -12 | 2 | 3 | -3 | 1 | -359 | 2
COc1ccc(CN2CCN(c3ccccn3)CC2)c(OC)c1C | 9&-2 | -2&-5 | -2&-2 | -2&-4 | 0&6 | -2&2 | 0&-1 | 10&15 | 1&-4
O=C(CN1C(=O)C2(OCCO2)c2ccccc21)c1ccc(Br)cc1 | 8 | 2 | 4 | -6 | 1 | 0 | -3 | 14 | -5
CCSc1nnc(NS(=O)(=O)c2ccc(OC)cc2)s1 | -1 | 4 | -16 | -5 | 6 | 2 | -7 | 12 | 0
CCOC(=O)C1=C(C)Nc2ccccc2N=C1NC(=O)Cc1ccc(Cl)c(Cl)c1 | 3 | -8 | 7 | 4 | -7 | 0 | -2 | 16 | -2
NC(=O)C[n+]1cccc(C(N)=O)c1 | 0 | -20 | -20 | -15 | -13 | 2 | -2 | 8 | -3
Cc1ccc(S(=O)(=O)N2CCCCC2)cc1NC(=O)CSc1nccn1C | -1 | 11 | -5 | -6 | 4 | 0 | 0 | 8 | 1
COc1ccc(NC2CC(=O)N(c3cccc(C)c3)C2=O)cc1 (stereo not drawn) | -4 | -7 | -8 | -1 | -5 | 2 | 16 | 24 | 0
Cc1ccc(-c2ccc(SCC(=O)Nc3cc(C)on3)nn2)cc1 | 1 | -4 | 24 | 4 | 11 | 1 | -3 | 21 | -1
O=C(O)c1ccccc1NC(=O)C(c1ccccc1)c1ccccc1 | 2 | 4 | -2 | -3 | 1 | 0 | -18 | 8 | 0
O=C(NCCS(=O)(=O)N1CCC2(CC1)OCCO2)c1ccc(F)cc1 | 1 | 0 | 4 | 3 | 2 | 0 | 1 | 10 | 3
Cc1ccc(N/C(N)=N/c2nc3c(c(=O)[nH]2)CCCC3)c(C)c1 | -7 | -3 | -5 | 0 | 15 | 2 | 32 | -38 | 2
S=C1NC2(CCCC2)Nc2ccccc21 | 1 | 44 | 8 | -2 | 9 | 3 | -2 | -259 | -5
Cc1c(CBr)[n+](=O)c2c(n1[O-])C(Br)CCC2Br (stereo not drawn) | -3 | -7 | -2 | 2 | -9 | -1 | 39 | -1 | -2
CC(C)C[C@H](NC(=O)N1CCn2c1nc1ccccc12)C(=O)NCc1ccco1 | -6 | -4 | 2 | -1 | 0 | -4 | -4 | 8 | 5
CCOC(=O)C1CCCN(Cc2cc(=O)oc3cc(C)c(C)cc23)C1 (stereo not drawn) | 0 | 0 | 19 | -3 | 3 | 1 | 20 | 10 | 1
O=C1NC[C@H](Cc2ccccc2)N(C[C@H]2CCCN2C[C@H](Cc2ccccc2)N2C[C@H](Cc3ccccc3)N(CCc3ccccc3)C(=O)C2=O)C1=O | . | . | . | 11 | . | -5 | 0 | 2 | .
COc1ccc(OC)c2nc(-c3ccncc3)ccc12 | 9 | 4 | 6 | -1 | -5 | 6 | -14 | -3 | -3
Cc1cccc(NC(=S)NCCCN2CCOCC2)c1 | -2 | 4 | -12 | -3 | 0 | 2 | -6 | 38 | 0
S=c1[nH]nc(COc2ccccc2)n1Cc1ccccc1 | -5 | 0 | -3 | 11 | 7 | 0 | 19 | 16 | 0
O=C(CSc1n[nH]c(-c2ccc(S(=O)(=O)N3CCCCC3)cc2)n1)Nc1nccs1 | 4 | 17 | -15 | -8 | -2 | -2 | -19 | -137 | 0
Cc1ccc(/C=N/NC(=O)CSc2nc3ccccc3c(=O)n2-c2ccccc2)s1 | -3 | 0 | 12 | -11 | 0 | 1 | -3 | 11 | 0
CC(C)(C)c1ccc(OCc2ccc(C(=O)N/N=C/c3ccc(O)c(O)c3)cc2)cc1 | -8 | -4 | 10 | -6 | 5 | 1 | -2 | -65 | -6
O=C(C1=C[C@H](c2ccc(C(F)(F)F)cc2)C[C@H](OCCCCO)O1)N1CCN(Cc2ccc3c(c2)OCO3)CC1 | -12 | 15 | -20 | -4 | 7 | 1 | 19 | 17 | -5
c1ccc(N2CCN(c3ccc4nncn4n3)CC2)nc1 | -16 | -1 | -13 | -2 | -11 | 5 | 9 | 8 | -1

Next section.
SMILES | SENP8 block-1 | UBC13 polyUb | SENP6 inh | HKDC1 inhibitor | SENP7 block | SENP1 inh | PfGluPho inh | SENP8 block-2 | beta cell repl
CCCCn1nc(C(=O)Nc2cccc(C(=O)NC3CC3)c2)c2ccccc2c1=O | 2 | 12 | -12 | -2 | -4 | 3 | 14 | 1 | 3
CCOCC(=O)Nc1cc(OC)c(Cl)cc1OC | -3 | -4 | -16 | -5 | -1 | 1 | -11 | 9 | -5
CCCC(=O)C1=C(N(C)c2ccccc2)CC(C)(C)CC1=O | -1 | 0 | 9 | -1 | -1 | 2 | -11 | 12 | -3
CCN(C(=O)CSc1nnc2nc(C)cc(C)n12)c1ccccc1 | 0 | -18 | 10 | -2 | 3 | -1 | -11 | 12 | -1
C/C(=N\NC(=O)CSc1nc(C)cc(C)n1)c1cccs1 | -8 | -13 | 2 | 2 | -9 | 2 | -9 | -9 | -2
COc1cccc(N2C(=NC(=O)COc3ccccc3)SC3CS(=O)(=O)CC32)c1 (stereo not drawn) | 7 | 5 | 9 | -2 | -2 | 3 | -7 | 0 | -1
COc1ccc(N(CC(=O)Nc2cc(OC)ccc2OC)S(=O)(=O)c2c(C)noc2C)cc1 | 7 | 0 | 13 | 8 | -6 | 0 | -11 | 3 | 0
CCOC(=O)c1sc(=NC(=O)c2ccc(OC(C)C)cc2)n(C)c1C | -3 | 13 | -4 | -7 | -9 | 3 | 4 | -405 | -4
COc1ccc(/C=C/C(=O)c2ccccc2O)cc1CN1CCOCC1 | 2 | 10 | -17 | 3 | -4 | -1 | 7 | 7 | -4
S=C(NCCc1ccccc1)Nc1cccc2cnccc12 | -1 | 4 | -16 | -1 | 7 | 0 | 15 | -58 | -6
CSc1ccccc1NC(=O)c1cc(C(C)C)on1 | 17 | 10 | -17 | -4 | 43 | -2 | 17 | 14 | 0
COc1ccc(/C=C/C(=O)N(CCC(N)=O)c2ccccc2)cc1S(=O)(=O)N1CCOCC1 | 1 | -3 | -3 | -6 | -7 | 1 | 15 | 10 | -1
CC(C)N(CC#CC(O)(c1ccccc1)c1ccccc1)CCO | -4 | 8 | -13 | -15 | -5 | 0 | 0 | 2 | 0
CC(C)(C)c1ccc(C(=O)N/C(N)=N/c2nc3ccccc3o2)cc1 | -6 | -4 | -1 | 4 | -7 | 1 | 10 | 10 | 1
O=C(Cn1cnc2c(NCc3ccccc3)ncnc21)NCc1ccc2c(c1)OCO2 | . | . | . | -4 | -6 | -1 | -13 | 14 | .
COc1ccc(C(=O)c2ccc(Cl)cc2)c2ccccc12 | 4 | 8 | -11 | -1 | 3 | -1 | 38 | 13 | 1
CCn1c(=O)c(CCC(=O)NCCN2CCOCC2)c(C)c2c(C)nn(-c3ccccc3)c21 | -10 | 0 | -14 | 0 | -16 | 2 | -7 | 12 | 4
CCOC(=O)C(C)Sc1nc(-c2ccccn2)ncc1OC (stereo not drawn) | 1 | -8 | -16 | -8 | -5 | 0 | 18 | 4 | 0
Cc1nnc(N/N=C/c2ccccc2C(F)(F)F)n1N | 4 | -7 | 16 | -7 | 0 | 2 | 29 | 12 | -2
CCCCOc1ccc(C(=O)NNC(=S)NC(=O)CC)cc1 | . | . | . | -10 | . | -2 | 1 | 2 | .
CN(CCc1ccccc1)C(=O)c1ccc(NC(=O)Cc2ccc(NC(=O)C3CCN(C(=O)C4CCCCC4)CC3)cc2)cc1 | . | . | . | 1 | . | 1 | 7 | 0 | .
Cc1noc(C)c1COc1cccc(C(=O)OCC(=O)NC(=O)c2ccc(OC(F)F)cc2)c1 | 0 | 8 | -4 | -1 | 0 | 2 | -20 | 12 | -3
COc1cc(OC)c(C(=O)Nc2ccccc2-c2ccccc2)cc1OC | -6 | 16 | -15 | 3 | 3 | 3 | 6 | 2 | -2
CC1Cc2nc(SCC(=O)N3CCOCC3)n(-c3ccccc3)c(=O)c2S1 (stereo not drawn) | 6 | -2 | -10 | -6 | -7 | 1 | 28 | 21 | -1
CCC(C)NC(=O)CN1C(=O)COc2ccc(S(=O)(=O)N3CCOCC3)cc21 (stereo not drawn) | -11 | 0 | -8 | -5 | -13 | 1 | 3 | 6 | 3

A portion taken from the entries so far:
SMILES | SENP8 block-1 | UBC13 polyUb | SENP6 inh | HKDC1 inhibitor | SENP7 block | SENP1 inh | PfGluPho inh | SENP8 block-2 | beta cell repl
CCCCn1nc(C(=O)Nc2cccc(C(=O)NC3CC3)c2)c2ccccc2c1=O | 2 | 12 | -12 | -2 | -4 | 3 | 14 | 1 | 3
CCOCC(=O)Nc1cc(OC)c(Cl)cc1OC | -3 | -4 | -16 | -5 | -1 | 1 | -11 | 9 | -5
CCCC(=O)C1=C(N(C)c2ccccc2)CC(C)(C)CC1=O | -1 | 0 | 9 | -1 | -1 | 2 | -11 | 12 | -3
CCN(C(=O)CSc1nnc2nc(C)cc(C)n12)c1ccccc1 | 0 | -18 | 10 | -2 | 3 | -1 | -11 | 12 | -1
C/C(=N\NC(=O)CSc1nc(C)cc(C)n1)c1cccs1 | -8 | -13 | 2 | 2 | -9 | 2 | -9 | -9 | -2
COc1cccc(N2C(=NC(=O)COc3ccccc3)SC3CS(=O)(=O)CC32)c1 (stereo not drawn) | 7 | 5 | 9 | -2 | -2 | 3 | -7 | 0 | -1
COc1ccc(N(CC(=O)Nc2cc(OC)ccc2OC)S(=O)(=O)c2c(C)noc2C)cc1 | 7 | 0 | 13 | 8 | -6 | 0 | -11 | 3 | 0
CCOC(=O)c1sc(=NC(=O)c2ccc(OC(C)C)cc2)n(C)c1C | -3 | 13 | -4 | -7 | -9 | 3 | 4 | -405 | -4

(next part)
SMILES | SENP8 block-1 | UBC13 polyUb | SENP6 inh | HKDC1 inhibitor | SENP7 block | SENP1 inh | PfGluPho inh | SENP8 block-2 | beta cell repl
CCCOC(=O)CC1C(=O)NCCN1C(=O)OC(C)(C)C (stereo not drawn) | -4 | 23 | -3 | -4 | -2 | 1 | -5 | 10 | 1
CCc1ccccc1NC(=O)CNC(=O)c1cc(C2CC2)nn1-c1ccccc1 | -12 | 2 | -10 | -1 | -1 | 2 | -6 | 12 | 3
COc1ccc(CCOC(=O)CNC(=O)c2ccc(Cl)cc2Cl)cc1 | -6 | 1 | -1 | -7 | -6 | 1 | -2 | 7 | -1
NS(=O)(=O)c1ccc(NC(=O)CSC2=NC(=O)C(c3ccccc3)C(=O)N2)cc1 (stereo not drawn) | 6 | 0 | 11 | -3 | 4 | 3 | -1 | 13 | -1
CC(=O)Oc1c(C(=O)c2nnc(C)o2)c(=O)n(C)c2ccccc12 | -1 | 12 | 2 | -12 | 6 | -22 | 2 | -189 | -2
Cc1ccc(N/C(N)=N/c2nc(CSc3nnc(C)s3)cc(=O)[nH]2)c(C)c1 | 5 | 12 | -14 | -6 | 2 | 0 | 2 | 9 | -3
CCn1c(CCNC(=O)c2ccc(C)cc2)nnc1SCc1ccc(Cl)c(Cl)c1 | 2 | 14 | -19 | -6 | 3 | 1 | 10 | 2 | 0

Hits appear at their usual frequency, and some 4% of all compounds hit somewhere here.
